# TAAR1 antag = human TAAR1 antagonists, primary screen, Fluo-8 calcium fluorescence, CHO RD-HGA16 cells; 360,000 compounds, 1.5% hits; Trace amine-associated receptor 1 (Homo sapiens), Q96RJ0; antagonist; inhibition, % at 3 µM; AID 624466, 2012;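 active = inhibition above a per-plate cutoff, the mean inhibition of test compounds on that plate plus 3 SD, cut at about 49% in these data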;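 also: 0% = DMSO plus EC80 beta-PEA response and 100% = DMSO alone without agonist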
# Target sequence (Q96RJ0 whole entry, looked up): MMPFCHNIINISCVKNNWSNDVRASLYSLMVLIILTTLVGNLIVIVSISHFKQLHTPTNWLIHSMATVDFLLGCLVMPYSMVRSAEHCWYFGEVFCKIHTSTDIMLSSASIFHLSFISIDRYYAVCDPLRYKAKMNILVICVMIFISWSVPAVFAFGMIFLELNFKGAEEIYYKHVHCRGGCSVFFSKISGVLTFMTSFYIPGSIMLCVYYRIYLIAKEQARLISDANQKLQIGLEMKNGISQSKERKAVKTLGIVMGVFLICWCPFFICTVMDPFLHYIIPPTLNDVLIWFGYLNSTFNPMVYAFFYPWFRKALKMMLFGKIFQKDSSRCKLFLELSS
#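 Test system – hTAAR1-expressing CHO RD-HGA16 cells, Gα16-coupled · Also added – β-PEA at EC80 concentration, post-compound challenge · Compound – 3 µM, single point · Incubation – dye loading 75 min at 37 °C, then 30 min room temperature · Measured by – Fluo-8 intracellular calcium dye fluorescence, real-time kinetic reads · Benchmarks – vehicle and agonist controls · Replicates – singlicate, one well per test compound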
# The depositor's hits bear a star.
SMILES,TAAR1 antag
Cc1ccc(S(=O)(=O)N2CC3C(=O)C[C@@H](c4ccccc4)N(S(=O)(=O)c4ccc(CCCOCCOCCNC(=O)OC(C)(C)C)cc4)C3CC2c2ccccc2)cc1 (stereo partly specified),-12.9
C=CCNc1cccc2c1S(=O)(=O)N[C@H](CC(C)C)CO2,6.6
O=C(NCc1cccs1)C1C(=O)Nc2ccccc2C(=O)N1C1CCCC1 (stereo unspecified),-30.7
C=CCN1C(=O)c2n[nH]c(COC)c2C1c1ccc(F)cc1 (stereo unspecified),-16.9
COc1ccc(C2CC(=O)C(c3ccc(Cl)c(Cl)c3)=CN2Cc2ccccc2)cc1 (stereo unspecified),-5.4
Cc1c(COC(=O)NC(C)C)c(COC(=O)NC(C)C)c2n1CS(=O)(=O)C2,-2.5
CCN(Cc1cc(OC)c(OC)c(OC)c1)S(=O)(=O)c1ccccc1Br,27.1
COC(=O)[C@]12CCCCC=C1N(CCc1ccc(OC)c(OC)c1)C(=O)[C@H](CC(=O)NCCCCc1ccccc1)C2,45.0
COc1ccc(Cn2cc(CN3[C@@H](c4ccccc4)COc4cc(Br)ccc4S3(=O)=O)nn2)cc1,-21.6
Cc1ccc(N2CCN(C(=O)C(=O)c3ccc4c(c3)OCO4)CC2)cc1,0.5
O=C(NCc1ccccc1)[C@H]1CCCN1C(=O)[C@H]1CCCN1C(=O)c1ccccc1C(F)(F)F,-15.4
CC(=O)c1ccc(S(=O)(=O)NCC2CCN(C(=O)C(=O)c3cc4ccccc4o3)CC2)cc1,7.2
COC(=O)[C@]12C[C@H](CC(=O)N3CCSCC3)C(=O)N(CCC3=CCCCC3)C1=C[C@H](COCc1ccccc1)O[C@@H]2C,-1.7
COC(=O)c1cc2c(c3c4cc(F)ccc4n(S(=O)(=O)c4cccc(C)c4)c13)C(=O)N(Cc1ccc(N(C)C)cc1)C2,-9.1
O=C(NCc1ccccc1)C(c1ccccc1)n1c(-c2ccccn2)nc2ccccc21 (stereo unspecified),-27.7
COc1ccc(C(C(=O)NC(C)(C)C)n2c(-c3ccc(-c4ccccc4)cc3)nc3ccccc32)cc1 (stereo unspecified),-38.8
O=C(Cc1ccc(NC(=O)C2CCCN(C(=O)c3ccccc3)C2)cc1)Nc1cccc(C(=O)N2CCCC2)c1 (stereo unspecified),-27.4
CCCCNC(=O)C1C(c2ccc(C(F)(F)F)cc2)=Nc2ccccc2N1C(=O)c1cccc(C(F)(F)F)c1 (stereo unspecified),-28.8
Cc1ccc(NCN2C(=O)c3ccccc3C2=O)c(C)n1,-12.3
O=C(C(=O)N1CCN(c2ccccc2)CC1)c1ccncc1,-5.5
O=C(/C=C(\Nc1ccccc1)c1ccccc1)c1ccccc1,16.8
COC(=O)[C@]1(Cc2ccccc2)NC=C(C(=O)c2ccc(F)cc2)[C@@H]1c1ccccc1,4.5
Cc1cccc(C)c1NC(=O)C1C(c2ccc3c(c2)OCO3)=Nc2ccccc2N1C(=O)c1cccc(C(F)(F)F)c1 (stereo unspecified),-0.4
O=C1Nc2cnc(Cl)nc2Nc2ccc(Cl)cc21,2.5
C[C@@H]1ON(C)[C@H]2C[C@H]3c4[nH]c5cccc(-c6cccc(F)c6)c5c4CCN3C(=O)[C@@H]12,35.9
C[C@@H]1ON(C)[C@H]2C[C@H]3c4[nH]c5c(-c6ccc(Cl)cc6)cccc5c4CCN3C(=O)[C@@H]12,-11.4
Cc1cnc(-c2nc3ccccc3n2C(C(=O)NC(C)(C)C)c2cc3ccccc3o2)cn1 (stereo unspecified),-19.8
COC(=O)[C@]12C[C@H](CC(=O)NCc3cccc4ccccc34)C(=O)N(Cc3ccccc3)C1=C[C@H](C(C)(C)C)O[C@@H]2C,-20.6
C#CCN(Cc1cccc(F)c1)C(=O)c1nnc2c3cc(F)ccc3n(S(=O)(=O)c3ccc(OC)cc3)c2n1,-1.8
Cc1ccccc1CN1C(=O)CSCC1(C)C(=O)Nc1ccc2c(c1)OCCO2 (stereo unspecified),1.5
CC(=O)N1CCC(C(=O)N2c3ccccc3N=C(c3ccc4c(c3)OCO4)C2C(=O)NCc2ccccc2)CC1 (stereo unspecified),-5.0
COC(=O)C1=C(C)N(C)C(=NCC2CC2)NC1c1cccc(Cl)c1 (stereo unspecified),-4.2
COc1ccc(CN2C(=O)CSCC2(C)C(=O)NCc2ccccc2)cc1 (stereo unspecified),-2.1
CC(C)(C)NC(=O)C(c1cc2ccccc2o1)n1c(=O)c(-c2cc3ccccc3[nH]2)nc2ccccc21 (stereo unspecified),-23.0
CC1(C(=O)NCc2ccccc2)CN(S(C)(=O)=O)CC(=O)N1CCc1ccc(O)cc1 (stereo unspecified),-1.1
CC(=O)CC1N(S(=O)(=O)c2ccc(C)cc2)c2ccccc2N1S(=O)(=O)c1ccc(C)cc1,-37.7
CC1=N/C(=C\c2ccc([N+](=O)[O-])cc2)C(=O)N1c1ccc(C)c(Cl)c1,4.6
CC(C)=CCC/C(C)=C/CN1C(=O)N(c2ccc(F)cc2)[C@H]2C[C@@H](c3ccccc3)[C@@H](C)[C@@H](C(=O)N3CCOCC3)C[C@H]21,64.6*
CCN1C(=O)N(C(C)=O)[C@@H]2C[C@H](C(=O)N3CCCC3)[C@H](C)[C@H](c3ccccc3)C[C@@H]21,-2.1
COC(=O)C1=CN(c2ccc(C(C)(C)C)cc2)C(N)=C(C#N)C1c1cccc2ccccc12 (stereo unspecified),-16.9

# Quoted at random: two entries already listed.
SMILES,TAAR1 antag
COC(=O)C1=CN(c2ccc(C(C)(C)C)cc2)C(N)=C(C#N)C1c1cccc2ccccc12 (stereo unspecified),-16.9
COC(=O)[C@]1(Cc2ccccc2)NC=C(C(=O)c2ccc(F)cc2)[C@@H]1c1ccccc1,4.5

# (list continues)
SMILES,TAAR1 antag
Nc1ccn([C@@H]2O[C@H](C(=O)N3CCN(CCO)CC3)[C@@H](O)[C@H]2O)c(=O)n1,7.5
Cc1cccc(C)c1NC(=O)C(c1cccc(F)c1)N1CCN(C)CC1 (stereo unspecified),-12.4
CCCCCNC(=O)C(CCc1ccccc1)n1c(=O)c(-c2ccccc2)nc2ccccc21 (stereo unspecified),38.1
CCCCCCCCN1C(=O)[C@@H](CC(=O)NCCc2ccccc2OC)C[C@@]2(C(=O)OC)C1=C[C@H](C1CCCC1)O[C@@H]2C,28.2
CCCCCCCN(c1ccccc1)C1C[C@H]2CCCC(=O)N3CC[C@@H](C1)[C@@H]23 (stereo partly specified),-16.1
CC1=CC(O)(c2ccccn2)P(=O)(c2ccccc2)C=C1C (stereo unspecified),-9.1
COC(=O)N1C[C@H](OCc2ccccc2)[C@H]2C[C@@H]1c1ccccc1O2,-20.3
COC(=O)[C@]12C[C@H](CC(=O)N3CCOCC3)C(=O)N(CCC3=CCCCC3)C1=C[C@H](C(C)(C)C)O[C@@H]2C,-36.3
O=C(C[C@H]1CC[C@H]2[C@@H](COC[C@@H](O)CN2S(=O)(=O)c2ccc(F)cc2)O1)N[C@@H]1CCN(Cc2ccccc2)C1,-13.2
COC(=O)c1cc2c(c3c4cc(F)ccc4n(S(=O)(=O)c4cccc(C)c4)c13)C(=O)N(c1ccc(OC)cc1)C2,-33.5
CS(=O)(=O)c1ccc(OCCCN2CCC(C(O)(c3ccccc3)c3ccccc3)CC2)cc1,21.9
COC(=O)[C@]12C[C@H](CC(=O)NCc3cccs3)C(=O)N(CCc3ccc(OC)c(OC)c3)C1=C[C@H](C(C)(C)C)O[C@@H]2C,-18.4
O=C(NN=Cc1ccco1)C(=O)Nc1ccc(Cl)c([N+](=O)[O-])c1,8.3
CCCCN1CC(COCc2ccccc2)Oc2cccc(Oc3ccc(F)cc3OC)c2S1(=O)=O (stereo unspecified),-29.5
c1ccc(Cc2cnc(N3CCN(Cc4cccc(-c5ccsc5)n4)CC3)nc2)cc1,-24.4
Nc1nc2c(ncn2[C@@H]2O[C@H](C(=O)N[C@H](Cc3ccccc3)C(=O)NCc3ccc4c(c3)OCO4)[C@@H](O)[C@H]2O)c(=O)[nH]1,-32.1
COC(=O)c1cc2c(c3c4ccccc4n(S(=O)(=O)c4ccccc4)c13)C(=O)N(Cc1ccc(N(C)C)cc1)C2,-26.2
Cc1cccc(C)c1NC(=O)C(c1ccccc1OC(F)(F)F)N1CCN(C)CC1 (stereo unspecified),-3.3
CCCCOCCCNC(=O)C[C@H]1C[C@@]2(C(=O)OC)C(=C[C@H](C(C)C)O[C@@H]2C2CC2)N(Cc2ccccc2)C1=O,-9.2
COC(=O)C1=CN(c2ccc3c(c2)OCO3)C(N)=C(C#N)C1c1ccccc1 (stereo unspecified),-9.0
COc1ccc(NC(=O)N(C)C[C@@H]2OCCCC[C@@H](C)Oc3ccc(NC(=O)NC4CCCCC4)cc3C(=O)N([C@H](C)CO)C[C@@H]2C)cc1,2.8
CCCc1c(-c2ccc(F)cc2F)ncn1Cc1cccc(-c2ccccc2)c1,19.0
COCCCNC(=O)C[C@H]1C[C@@]2(C(=O)OC)C(=C[C@H](COCc3ccccc3)O[C@@H]2C)N(CCC2=CCCCC2)C1=O,-39.2
C[C@H](CO)N1C[C@H](C)[C@@H](CN(C)C(=O)Nc2ccc(F)cc2)OCc2cn(nn2)CCCC1=O,-3.3
O=C1Nc2ccccc2-n2nnnc2C1N1CCN(CCN2CCOCC2)CC1 (stereo unspecified),-16.6
C[C@@H]1ON(C)[C@H]2C[C@H]3c4[nH]c5c(-c6cccc(F)c6)cccc5c4CCN3C(=O)[C@@H]12,44.8
CCOC(=O)c1ccc(NC(=O)OC[C@@H]2CSCCS(=O)(=O)N2)cc1,7.5
C[C@H]1CN(C(=O)OC(C)(C)C)CCN1c1ccc(N2CCS(=O)(=O)CC2)c(C#N)c1,66.6*
O=C1CC(O)C(Cc2ccccc2)N1 (stereo unspecified),-19.0
CC(C)c1cc(Cn2c3ccccc3c(=O)n2C(C)Cn2cc(CCc3ccccc3)nn2)on1 (stereo unspecified),10.6
CC(C)(C)NC(=O)C(c1ccncc1)n1c(=O)c(-c2ccco2)nc2ccccc21 (stereo unspecified),-12.0
O=C(CC1CC1)N[C@@H]1CC[C@@H](CCNS(=O)(=O)c2ccc(F)cc2)O[C@@H]1CO,-4.1
COCCN1C(=O)CSCC1(C)C(=O)NC(C)C (stereo unspecified),-7.1
OC(c1ccccc1)(c1ccccc1)C1CCN(CCCOc2ccc(-c3ccc(F)cc3F)cc2)CC1,51.7*
O=C(NCc1ccccc1)C(c1cccc2ccccc12)n1c(=O)c(-c2cc3ccccc3[nH]2)nc2ccccc21 (stereo unspecified),-15.1
CN1C(=O)C(Br)(Br)CC1c1cccnc1 (stereo unspecified),-9.8
COc1ccc(CCNC(=O)c2cc([C@@H](NC(=O)OC(C)(C)C)C(C)C)sc2N)cc1OC,-20.4
COC(=O)[C@]12C[C@H](CC(=O)NCCCCc3ccccc3)C(=O)N(CCC3=CCCCC3)C1=C[C@H](COCc1ccccc1)O[C@@H]2C,-9.6
CCC(C)CN1C(=O)CSCC1(C)C(=O)Nc1c(C)cccc1C (stereo unspecified),-5.1
CCCCNC(=O)c1nc(C2CCN(S(=O)(=O)c3ccc(Cl)cc3)CC2)oc1-c1ccccc1,0.8

# Of the compounds above, these contain an aryl methoxy group.
SMILES,TAAR1 antag
COc1ccc(C2CC(=O)C(c3ccc(Cl)c(Cl)c3)=CN2Cc2ccccc2)cc1 (stereo unspecified),-5.4
CCN(Cc1cc(OC)c(OC)c(OC)c1)S(=O)(=O)c1ccccc1Br,27.1
COC(=O)[C@]12CCCCC=C1N(CCc1ccc(OC)c(OC)c1)C(=O)[C@H](CC(=O)NCCCCc1ccccc1)C2,45.0
COc1ccc(Cn2cc(CN3[C@@H](c4ccccc4)COc4cc(Br)ccc4S3(=O)=O)nn2)cc1,-21.6
COc1ccc(C(C(=O)NC(C)(C)C)n2c(-c3ccc(-c4ccccc4)cc3)nc3ccccc32)cc1 (stereo unspecified),-38.8
C#CCN(Cc1cccc(F)c1)C(=O)c1nnc2c3cc(F)ccc3n(S(=O)(=O)c3ccc(OC)cc3)c2n1,-1.8
COc1ccc(CN2C(=O)CSCC2(C)C(=O)NCc2ccccc2)cc1 (stereo unspecified),-2.1
CCCCCCCCN1C(=O)[C@@H](CC(=O)NCCc2ccccc2OC)C[C@@]2(C(=O)OC)C1=C[C@H](C1CCCC1)O[C@@H]2C,28.2
COC(=O)c1cc2c(c3c4cc(F)ccc4n(S(=O)(=O)c4cccc(C)c4)c13)C(=O)N(c1ccc(OC)cc1)C2,-33.5
COC(=O)[C@]12C[C@H](CC(=O)NCc3cccs3)C(=O)N(CCc3ccc(OC)c(OC)c3)C1=C[C@H](C(C)(C)C)O[C@@H]2C,-18.4
CCCCN1CC(COCc2ccccc2)Oc2cccc(Oc3ccc(F)cc3OC)c2S1(=O)=O (stereo unspecified),-29.5
COc1ccc(NC(=O)N(C)C[C@@H]2OCCCC[C@@H](C)Oc3ccc(NC(=O)NC4CCCCC4)cc3C(=O)N([C@H](C)CO)C[C@@H]2C)cc1,2.8
COc1ccc(CCNC(=O)c2cc([C@@H](NC(=O)OC(C)(C)C)C(C)C)sc2N)cc1OC,-20.4

# Source: PubChem (The Scripps Research Institute Molecular Screening Center)

# Not all compounds are listed; rates above refer to the full screens.
